Kir21 block: blocks the mouse Kir2.1 inward-rectifier potassium channel | 310,000 compounds, 0.85% hits | B-score at 10 µM | P35561 | HEK293-Kir2.1, FluxOR thallium flux fluorescence; hits give low values;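 active = fluorescence ratio B-score at or below minus 3 SD of library scores, with starting-brightness B-score within 2 SD, cut at about -4.2 in these data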;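 note: channel flux triggered by added potassium and thallium sulfate stimulus; B-score of peak minus minimum fluorescence over baseline after thallium stimulus; more negative B-score means stronger Kir2.1 block with less thallium influx; some compounds called inactive have numbers as strong as hits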
KCNQ2 inh: KCNQ2 channel blockers in CHO-K1 cells – cell-based, FluxOR thallium flux, B-score, primary screen (AID 2156). 310,000 compounds, 1.1% hits. 20 min; hits give low values. B-score at 10 µM. O88943;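 active = fluorescence ratio B-score at most minus 3 library SDs, with starting brightness B-score within 2 library SDs, cut at about -5.5 in these data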
Target sequence (O88943 whole entry, looked up): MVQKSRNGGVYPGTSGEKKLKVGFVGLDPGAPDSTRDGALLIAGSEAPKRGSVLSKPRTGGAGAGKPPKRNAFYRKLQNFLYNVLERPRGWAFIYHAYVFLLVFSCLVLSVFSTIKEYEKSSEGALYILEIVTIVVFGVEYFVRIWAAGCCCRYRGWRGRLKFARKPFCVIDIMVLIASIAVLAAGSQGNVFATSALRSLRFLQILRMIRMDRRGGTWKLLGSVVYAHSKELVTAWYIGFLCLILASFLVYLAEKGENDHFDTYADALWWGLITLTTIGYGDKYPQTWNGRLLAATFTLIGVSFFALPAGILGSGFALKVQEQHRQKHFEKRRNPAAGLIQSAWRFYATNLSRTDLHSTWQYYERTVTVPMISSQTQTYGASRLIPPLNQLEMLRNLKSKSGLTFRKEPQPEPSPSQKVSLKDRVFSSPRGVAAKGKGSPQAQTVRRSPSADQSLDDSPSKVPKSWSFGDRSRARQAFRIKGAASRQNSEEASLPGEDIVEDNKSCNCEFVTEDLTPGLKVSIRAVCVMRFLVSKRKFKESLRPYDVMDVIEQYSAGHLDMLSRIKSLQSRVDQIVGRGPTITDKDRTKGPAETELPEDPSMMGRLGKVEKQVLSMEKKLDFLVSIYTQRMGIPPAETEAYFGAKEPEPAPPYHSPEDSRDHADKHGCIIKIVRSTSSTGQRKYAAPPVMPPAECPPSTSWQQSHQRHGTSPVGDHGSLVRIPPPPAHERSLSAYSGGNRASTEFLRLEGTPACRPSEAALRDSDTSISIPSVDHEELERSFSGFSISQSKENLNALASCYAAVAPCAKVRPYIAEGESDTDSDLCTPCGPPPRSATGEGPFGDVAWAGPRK
Starred values were filed as active, the others as inactive; i = inactive.

SMILES	Kir21 block	KCNQ2 inh
CC#CCN1c2ccccc2[C@]23C[C@@H](C(=O)OC)N(C(=O)NCCBr)C2=NC(C(=O)OC)=C(C(=O)OC)[C@H]13	-0.32	i
COCCNS(=O)(=O)c1cc(F)ccc1OC	0.1	i
O=C(Cn1c(C(F)(F)F)nc2ccccc21)OCC(=O)c1c[nH]c2ccccc12	-0.86	i
CCc1ccc(OCC(=O)NC(=S)Nc2ccc(S(=O)(=O)NC3CCCCC3)cc2)cc1	1.6	i
Cc1ccccc1OCC(=O)NNC=O	0.79	i
O=c1ccn(-c2cccc(C(F)(F)F)c2)nc1-c1ccn(-c2ccccc2F)n1	-0.81	i
COc1cc(C)nc(Oc2ccc(=O)[nH]n2)n1	1.5	i
COC(=O)C(NC(C)=O)(Nc1ccccn1)C(F)(F)F (stereo unspecified)	0.67	i
O=C(CSc1nnc(-c2ccccc2)n1-c1ccccc1)c1cccs1	-0.93	i
Cc1ccccc1NC(=O)CCOc1ccccc1	1.4	i
Cc1ccc(O)c(NC(=O)C2=CC(c3cccs3)=NS(=O)(=O)N2C)c1	0.04	i
O=C(Cn1cnc2c(nnn2-c2cccc(Cl)c2)c1=O)N1CCOCC1	-0.14	i
CCOC(=O)CNC(=O)Nc1cc(C(C)(C)C)nn1-c1ccccc1	0.31	i
CC(=O)N(NC(=O)c1ccccc1Cl)C1CC(=O)N(c2ccc(C)cc2)C1=O (stereo unspecified)	0.58	i
Cc1c(Cc2ccccc2)c(=O)oc2c(C)c(OCC(=O)NCc3ccccn3)ccc12	0.89	i
COc1ccc(C2CC(c3cccs3)=Nc3ccccc3S2)cc1 (stereo unspecified)	0.17	-6*
O=C(NCC1CCCO1)c1cccc(Oc2ccccc2)c1 (stereo unspecified)	0.11	i
O=C1N(c2ccccc2)C[C@@H]2C[C@@H](c3cccc4c3OCO4)N3CCC[C@@]123	-0.05	i
Cc1cc(C(=O)OCC(=O)c2cccc([N+](=O)[O-])c2)c2ccccc2n1	-0.58	i
O=C1CS/C(=C\S(=O)(=O)c2ccc(Cl)cc2)N1	0.36	i
CCNC(=O)CC1C(=O)N(c2cccc(C)c2)C(=O)N1CCC(C)C (stereo unspecified)	0	i
O=C(COc1ncnc2ccccc12)NCc1ccco1	-0.87	i
CC1CN(S(=O)(=O)c2ccc(F)cc2)CN1C(=O)N1CCOCC1 (stereo unspecified)	0.28	i
O=C(O)c1ccccc1Nc1ccc([N+](=O)[O-])c2nonc12	3.1	i
O=C(c1cnn2c(C(F)(F)F)cc(-c3cccs3)nc12)N1CCN(Cc2ccccc2)CC1	1.1	i
C[C@H](NS(=O)(=O)OCC(Cl)(Cl)Cl)C1CC1c1ccccc1 (stereo partly specified)	1.1	i
CCOC(=O)Cc1csc(NC(=O)CCCCCN2C(=O)c3ccccc3C2=O)n1	-0.32	i
COc1ccc(CCNC(=O)COC(=O)COc2ccc(C#N)cc2)cc1	2.3	i
Cc1ccc(-c2nn(-c3ccccc3)cc2/C=C/C(=O)Nc2nccs2)cc1	-0.55	i
COc1ccc(N2CCN(C(=O)CCCCCn3c(=S)[nH]c4cc5c(cc4c3=O)OCO5)CC2)cc1	0.1	i
COc1cc(CN2CCN(CC#Cc3ccccc3)CC2CCO)cc(OC)c1 (stereo unspecified)	-1.5	i
CCC(Cc1ccccc1)NS(=O)(=O)c1ccc2c(c1)NC(=O)C(C)S2 (stereo unspecified)	-0.97	i
CCOc1ccc(C(C)=O)cc1CSc1nnc(-c2ccoc2C)n1N	0.41	i
CCCNC(=S)Nc1c(C)n(C)n(-c2ccccc2)c1=O	0.33	i
Nc1nc(Cl)cc(N2CCOCC2)n1	-0.57	i
CSc1cc(N2CCOCC2)nc(-c2ccccc2Cl)n1	-0.67	i
O=C(O)c1cccc(O)c1O	0.63	i
COc1ccccc1N1CCN(C(=O)CN2C(=O)c3ccccc3C2=O)CC1	-0.74	i
O=C(CSc1nc(O)cc(=O)n1C1CCCC1)Nc1cccc(Cl)c1Cl	0.38	i
CS(=O)(=O)NCC(c1cccnc1)N1CCN(c2ccc(F)cc2)CC1 (stereo unspecified)	0.78	i

Six entries already listed, sorted by length of the SMILES, smallest number first.
SMILES	Kir21 block	KCNQ2 inh
O=C(O)c1cccc(O)c1O	0.63	i
Nc1nc(Cl)cc(N2CCOCC2)n1	-0.57	i
CSc1cc(N2CCOCC2)nc(-c2ccccc2Cl)n1	-0.67	i
CCCNC(=S)Nc1c(C)n(C)n(-c2ccccc2)c1=O	0.33	i
CCOc1ccc(C(C)=O)cc1CSc1nnc(-c2ccoc2C)n1N	0.41	i
O=C(CSc1nc(O)cc(=O)n1C1CCCC1)Nc1cccc(Cl)c1Cl	0.38	i

Other compounds:
SMILES	Kir21 block	KCNQ2 inh
CC(C)N(C(=O)CSc1nnc(NC(=O)c2cccs2)s1)C(C)C	-1.7	i
CCCCn1c(N)c(N(CC(C)C)C(=O)c2ccc(Br)s2)c(=O)[nH]c1=O	-0.18	i
CCCOc1ccc(/C=N/NC(=O)CSCc2ccc([N+](=O)[O-])cc2)cc1OCC	0.41	i
CCOC(=O)C1CCN(c2nc3cc(OC)ccc3cc2C#N)CC1	0.07	i
CCC1CCCCN1C(=O)COc1cccc2c1CCN(C)C2=O (stereo unspecified)	0.06	i
C/C(=N\NC(=O)CCCNc1ccc(C)cc1)c1ccccn1	0.19	i
Cc1ccc(S(=O)(=O)CC(=O)Nc2nnc(C)s2)cc1	0.03	i
CC(C)n1cnc2c(Nc3cccc(F)c3)nc(NCCO)nc21	1.5	i
Cc1ccc(NC(=O)CN2C(=O)CCS(=O)(=O)c3ccccc32)cc1Cl	1.3	i
COc1ccc(/C=C2/SC(=S)N(NS(=O)(=O)c3ccc(C)cc3)C2=O)cc1	1.2	i
CCNC(=S)NCCN1CCCCC1	-0.03	i
O=C(O)c1ccc(N/N=C/c2ccc(-c3ccc(Cl)cc3Cl)o2)cc1	1.3	i
O=C(CSc1nc2ncccc2[nH]1)NCc1ccco1	-0.58	i
CCc1ccccc1N1CN(Cc2ccco2)CNC1=S	1.7	i
O=C(COC(=O)c1cccc(F)c1)Nc1cccnc1Cl	-0.28	i
N#Cc1ccc(OCc2noc(-c3ccsc3)n2)cc1	-0.17	i
O=C(O)c1cc(S(=O)(=O)NCCN2CCNC2=O)ccc1O	1.2	i
Cc1cc(C)n(C(=O)CCCCCCCCC(=O)n2nc(C)cc2C)n1	0.59	i
Cc1ccc2cc(CN(CC(C)C)S(=O)(=O)c3cccc4nonc34)c(=O)[nH]c2c1	2.1	i
CCOc1ccc(/C=C(\C#N)C(=O)c2c(C)[nH]c3ccccc23)cc1OC	0.47	i
Cc1ccc(C(=O)C2CCN(CC(=O)Nc3ccc(N(C)C)cc3)CC2)cc1	0.85	i
CC(C)CC(=O)Nc1ccc(C(=O)NN2C(=O)c3ccccc3C2=O)cc1	-2.1	i
COc1ccc(CCNC(=O)c2ccc(OC)c(OC)c2)cc1OC	0.4	i
CCn1c(SCC(=O)Nc2ccc(OC)cc2)nc2nc3c(cc2c1=O)COC(C)(C)C3	-0.77	i
Cc1ccc2cc3cc(C(=O)NCc4ccc5c(c4)OCO5)oc3nc2c1	-0.99	i
CCCCCCC(=O)Nc1ccc(Cl)cn1	-0.29	i
CC(C)(C)C1=NN(C(=O)c2ccccc2)C(O)(C(C)(C)C)C1 (stereo unspecified)	-1.1	i
O=C(CCCOc1ccc(Cl)cc1Cl)N/N=C/c1ccco1	0.85	i
Cc1csc(SC(C)C(=O)NCC2CCCO2)n1 (stereo unspecified)	0.02	i
Oc1c(C(Nc2ccccn2)c2ccccn2)ccc2cccnc12 (stereo unspecified)	0.91	i
CC(Oc1ccccc1Cl)C(=O)Nc1ccc(S(=O)(=O)Nc2nccs2)cc1 (stereo unspecified)	-0.21	i
COc1ccc2[nH]c(=O)c(CN(Cc3cccnc3)Cc3nnnn3CC3CCCO3)cc2c1 (stereo unspecified)	-0.44	i
CC12CCC(=O)N1C(C(=O)Nc1nc(-c3ccc(F)cc3)cs1)CS2 (stereo unspecified)	-1.8	i
CC(C)c1ccccc1OCCCN1CCCC1	-0.9	i
O=S(=O)(/C=C/c1ccccc1)Oc1ccccc1	0.11	i
Cc1[nH]c2ccccc2c1C(=O)C(=O)N1CCCc2ccccc21	-1.1	i
COc1cc(/C=N/NC(=O)C(=O)N2CCCC2)ccc1O	-0.82	i
COc1ccc(/C(N)=N/OC(=O)c2ccc(C)c([N+](=O)[O-])c2)cc1OC	1.1	i
Cc1nc2ncnn2c(C)c1Cc1cccc(F)c1	0.15	i
Cc1nc2ccccn2c1C(=O)N/N=C/c1ccc([N+](=O)[O-])cc1	-1.1	i
N#C/C(=C\c1ccc(/C=C(/C#N)c2nn(CCO)c(N)c2C#N)cc1)c1nn(CCO)c(N)c1C#N	-0.79	i
CC(C)CC(=O)Nc1nnc(SCC(=O)NCC2CCCO2)s1 (stereo unspecified)	-0.06	i
CCOC(=O)CCc1c(C)c2ccc(O)cc2oc1=O	1.1	i
Cc1ccc(-c2nnc(N3CCCCCC3)c3ccccc23)cc1	-1.6	i
Cc1csc(NC(=O)Nc2ccccc2[N+](=O)[O-])n1	-0.02	i
c1ccc(Oc2nc(NCc3ccco3)nc(NCc3ccco3)n2)cc1	0.74	i
CC(C)OC(=O)c1c(NC(=O)CCC(=O)O)sc2c1CCCCC2	0.31	i
COC(=O)c1ccc(Nc2cc(C)nc3ccccc23)cc1	-0.02	i
Cc1cc(N2CCN(S(=O)(=O)c3ccc(C)c(C)c3)CC2)c2ccccc2n1	-0.62	i
COc1ccc(NC(=S)N2CCCC2c2ccc(OC)c(OC)c2)cc1 (stereo unspecified)	0.01	i

Quoted at random: 4 records from the list, in no set order.
SMILES	Kir21 block	KCNQ2 inh
CCOC(=O)CCc1c(C)c2ccc(O)cc2oc1=O	1.1	i
N#C/C(=C\c1ccc(/C=C(/C#N)c2nn(CCO)c(N)c2C#N)cc1)c1nn(CCO)c(N)c1C#N	-0.79	i
COC(=O)c1ccc(Nc2cc(C)nc3ccccc23)cc1	-0.02	i
Cc1csc(NC(=O)Nc2ccccc2[N+](=O)[O-])n1	-0.02	i

(cont.)
SMILES	Kir21 block	KCNQ2 inh
COC(=O)CCCC1=CC2=C(c3ccccc3)C(=O)C(C)(OC(=O)C3CCCC3)C(=O)C2=CN1c1ccc(OC)cc1 (stereo unspecified)	-0.93	i
CCn1cc(CN2CCc3c([nH]c4ccccc34)C2c2ccc(F)c(OC)c2)c(C)n1 (stereo unspecified)	-0.67	i
Cc1ccccc1CS(=O)(=O)c1cn(CC(=O)N2CCOCC2)c2ccccc12	0.86	i
CN(C)c1nc2n(c(=O)n1)CCO2	-0.72	i
COc1ccc(-c2cc(C(F)(F)F)nc(SCC(=O)Nc3cc(C)on3)n2)cc1	0.51	i
O=C(Cn1nc(-c2ccccc2)ccc1=O)NCCN1CCN(c2cccc(Cl)c2)CC1	-0.95	i
COc1ccc2c(ccc[n+]2CC(=O)c2ccc(C)cc2)c1	-0.73	i
CC(NC(=O)Cc1cccs1)C(c1cccs1)N1CCN(c2ccccc2F)CC1 (stereo unspecified)	-0.08	i
OCCNC(=S)Nc1cc(Cl)cc(Cl)c1	0.72	i
O=C(Nc1nnc(Cc2ccccc2)s1)c1cnccn1	2.9	i
CCCC12CN3CCN(CC(C3)/C1=N\NC(=O)Nc1ccccc1)C2	1.7	i
CCOC(=O)c1oc2cc(OCC(=O)OC)ccc2c(=O)c1-c1ccc(OC)c(OC)c1	0.08	i
CN(CC(=O)NC1CCN(Cc2ccccc2)CC1)S(=O)(=O)c1ccc(Br)s1	-1.9	i
O=S(=O)(NC1CCCC1)c1ccccc1Br	1.6	i
CC12CCC(=O)N1C(C(=O)Nc1cc(C(F)(F)F)ccc1N1CCOCC1)CS2 (stereo unspecified)	-1.5	i
Cc1cc(C)c2c(N)c(C(=O)N3CCCCCC3)sc2n1	2.5	i
Cc1csc(NC(=O)C2=NN(c3ccccc3)C(=O)CC2)n1	0.08	i
CCOC(=O)c1[nH]c(C)c(C(=O)Nc2ccc(C)c(F)c2)c1C	1.7	i
CCSc1nnc(CNC(=O)c2ccccc2F)n1-c1ccccc1OC	0.52	i
COc1ccc(NC(=O)c2sccc2-n2cccc2)cc1	-2.4	i

Reformatted as labelled records: part of the list above
SMILES: O=C(Nc1nnc(Cc2ccccc2)s1)c1cnccn1
  Kir21 block = 2.9	KCNQ2 inh = i

SMILES: CCCC12CN3CCN(CC(C3)/C1=N\NC(=O)Nc1ccccc1)C2
  Kir21 block = 1.7	KCNQ2 inh = i

(list continues)
SMILES	Kir21 block	KCNQ2 inh
Cc1oc(-c2ccccc2)cc1C(=O)Nc1ccccc1	1.5	i
O=c1c2ccccc2c(C=Nc2cccc(S(=O)(=O)NC3=NCCCCC3)c2)c(O)n1Cc1ccccc1	-2.2	i
Cc1cc(NC(=O)CN2CCOCC2)n(-c2nc3ccccc3s2)n1	-3.4	i
Cc1oc(-c2cccs2)nc1CS(=O)CC(=O)NCCCOC(C)C (stereo unspecified)	0.57	i
COc1ccc(CCNC(=O)CSc2nc(-c3ccc(OC)c(OC)c3)ccc2C#N)cc1	1.7	i
CCC(CO)NCc1ccc2c(c1)n(C)c(=O)n2C (stereo unspecified)	2.4	i
O=C(NNC(=O)C1CC2CCC1C2)c1sc2ccccc2c1Cl (stereo unspecified)	-2.4	i
CCN(CC(=O)Nc1c(F)cccc1F)C(=O)/C=C/c1ccc2ccccc2n1	-0.3	i
Clc1ccc(-c2nc3n(n2)Cc2ccccc2-3)cc1	-0.85	i
Cc1ccc(-c2ccc(CO)o2)cc1N	-0.22	i
O=C(Nc1ccc(F)cc1)c1ccccc1	1.7	i
CCc1cccc(NC(=O)Cn2c3[n+](c4ccc(C(F)(F)F)cc42)CCCCC3)c1	0	i
COC(=O)C(C(=O)OC)C(C(=O)OC)C(C(=O)OC)C(=O)OC	-0.72	i

Bioassay records: PubChem BioAssay, Johns Hopkins Ion Channel Center

This is a random part of the collection. Share with any hit: about 1.9%.
